High-throughput results (PubChem BioAssay)
ERAP1 HTS inh: blocks human ERAP1 aminopeptidase activity; Q9NZ08; recombinant ERAP1, Leu-AMC fluorescence, 60 min; AID 652197; 340,000 compounds, 0.15% hits; inhibition, % at 10.7 µM;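 active = mean replicate inhibition of at least 30%, or all replicates individually reaching that 30% level; inactive = mean below 30% and not every replicate reaching it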;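 note: 0% = neutral control wells and 100% = L-leucinethiol positive control wells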
LGR2 antag: inhibitors of bursicon-induced Drosophila LGR2 receptor cAMP signaling. HEK293 LGR2, CRE-luciferase, bursicon-stimulated, 4 h. AID 720647. 380,000 compounds, 0.35% hits. inhibition, % at 9.99 µM;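 active = drop in luminescence signal, shown as inhibition above about 50% in the replicate tests, limit read from the data, passing the limit was not always enough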;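 note: agonist challenge used bursicon conditioned medium at about half maximal strength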
S100A4 inh HTS: inhibitors of human S100A4 binding to myosin IIA peptide | P26447 | S100A4/TAMRA-MyoIIA peptide fluorescence polarization | inhibition, % at 10.7 µM | 360,000 compounds, 0.14% hits;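 active = mean inhibition of at least 70% across replicates, with every replicate also reaching that level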
Target sequence (P26447 whole entry, looked up): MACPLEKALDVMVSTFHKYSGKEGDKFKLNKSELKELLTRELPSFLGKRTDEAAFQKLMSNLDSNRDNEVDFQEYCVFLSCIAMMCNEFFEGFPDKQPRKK
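Test system – S100A4 monomer (human) · Compound – single-point compound testing · Schedule – 5 min incubation before reading · Probe or stimulus – TAMRA-labelled myosin IIA heavy-chain peptide probe, 5 nM · Benchmarks – neutral control DMSO, positive control TFP · Medium – Calcium-containing HEPES buffer, pH 7.2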
Cneo AK release: causes C. neoformans cell lysis; adenylate kinase release luminescence, 4 h; normalised: neutral wells 0, clomiphene wells 100; lysis activity, % at 15 µM; 360,000 compounds, 0.2% hits; AID 651654;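 active = mean lysis activity across replicates of at least 80%, whatever share of replicates individually reach that level; inactive = mean lysis activity below 80%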
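Test system: log-phase Cryptococcus neoformans yeast cells; Quantity: yeast cell density of 5 × 10^6 cells/mL; Buffer or medium: YPD; Doses: single compound concentration per well; Timing: 4 h at 37 °C static, read 1 h later; Measured by: AK luminescence; Read-out basis: lysis from increased AK signal; Control set: Clomiphene as positive control.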
Statin myotox sup: suppressors of simvastatin-induced myotoxicity in C2C12 myotubes; ATP luminescence, 48 h; scaled: DMSO 0, geranylgeraniol control 100; rescue of ATP level, % at 7.49 µM; 330,000 compounds, 0.78% hits; AID 602340;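 active = mean ATP rescue above about 67%, or every replicate alone reaching that limit, limit read from the data, passing the limit was not always enough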;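 note: myotubes were challenged with 10 µM simvastatin during compound exposure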
Xi reactivation: reactivates the inactive X chromosome in mouse fibroblasts; AID 743238; activation, % at 7.58 µM; XiGFP mouse fibroblasts, % GFP-positive cells imaging, 3 d; cells co-treated with 5-aza-dC sensitizer; scaled so ellipticine positive control = 100%; 360,000 compounds, 0.055% hits;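 active = mean normalized replicate activation at least 10% and every replicate at or above 10%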;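 note: 0% = median of on-plate neutral control wells and 100% = ellipticine 6 µM median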
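System: 68-5-11 XiGFP fibroblast line; Timing: 3 days compound exposure; Compound dosing: one concentration, pinned; Benchmarks: positive control ellipticine, 6 µM final; Buffer or medium: DMEM containing 5-aza-dC.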
PGC1a acetyl inh: PGC1a acetylation modulation, inhibitor mode. U2OS PGC1a acetylation, AlphaScreen anti-acetyl-lysine; with virally co-expressed GCN5 acetyltransferase. 350,000 compounds, 0.17% hits. AID 651687. inhibition, % at 15.6 µM;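 active = every replicate shows inhibition of at least 40%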;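 note: 0% = neutral control wells and 100% = positive control wells; some results beyond the cut were filed as inactive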
SIRT5 block: blocks human SIRT5 desuccinylation of peptide; Q9NXA8; Purified SirT5, succinyl-peptide AMC, trypsin-coupled fluorescence; inhibition, % at 15 µM; 330,000 compounds, 1.1% hits; in the data active = inhibition above about 15%
Target sequence (Q9NXA8 whole entry, looked up): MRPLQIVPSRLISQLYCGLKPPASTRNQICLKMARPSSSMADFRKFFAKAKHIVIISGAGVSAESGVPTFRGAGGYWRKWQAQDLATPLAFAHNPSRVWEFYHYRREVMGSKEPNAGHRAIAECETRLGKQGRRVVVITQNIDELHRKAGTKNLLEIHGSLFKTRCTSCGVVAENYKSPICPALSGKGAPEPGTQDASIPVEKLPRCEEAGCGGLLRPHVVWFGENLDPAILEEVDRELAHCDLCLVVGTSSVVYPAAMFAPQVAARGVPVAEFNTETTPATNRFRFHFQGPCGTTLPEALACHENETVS
Starred values were filed as active, the others as inactive; . = no result given. This is a subset; rates above refer to the full screens.

| SMILES | SIRT5 block | Cneo AK release | Statin myotox sup | ERAP1 HTS inh | Xi reactivation | S100A4 inh HTS | PGC1a acetyl inh | LGR2 antag |
| --- | --- | --- | --- | --- | --- | --- | --- | --- |
| Cc1cccc(CC(C)NC(=O)c2oc3c(F)cccc3c2C)n1 (configuration not stated) | 0.3 | -1.8 | 8.1 | 1.9 | -0.1 | -2.5 | 0.1 | -3.3 |
| O=C(NCCc1nnc2ccc(SCC(=O)N3CCOCC3)nn12)c1ccccc1 | -1.5 | 13.2 | . | -1.1 | 0.0 | -15.1 | . | 14.6 |
| CCOc1ccc(-c2cc(C(=O)NN)[nH]n2)cc1 | -1.4 | . | . | 0.7 | 0.2 | 2.5 | . | -11.8 |
| CC(C)NC(=O)c1ccccc1NC(=O)CCS(=O)(=O)Cc1ccccc1 | . | -0.6 | 8.5 | . | . | . | 0.2 | 19.0 |
| CC(C)(C)c1cc(C(=O)Nc2ccc(F)cc2)n(Cc2ccc(F)cc2)n1 | -3.6 | 2.7 | . | -0.5 | 0.0 | -6.0 | -9.9 | . |
| COc1cccc(CN2CCNC(=O)C2CC(=O)NC2CCCC2)c1OC (configuration not stated) | -3.7 | 7.3 | 18.0 | 1.1 | 0.2 | -9.0 | -3.5 | -4.6 |
| Cn1cnc(S(=O)(=O)N[C@H]2CC[C@H](CC(=O)Nc3ccc(-c4ccccc4)cc3)O[C@@H]2CO)c1 | 0.4 | -1.4 | 10.1 | 1.9 | 0.1 | 1.7 | -4.5 | -21.9 |
| COc1cccc(S(=O)(=O)N2C[C@@H](O)COC[C@H]3O[C@@H](CC(=O)Nc4ccccc4)CC[C@@H]32)c1 | 1.8 | -1.9 | 13.2 | -1.9 | 0.1 | 8.7 | -3.9 | -4.1 |
| COc1cc(C#N)ccc1OCC(=O)c1ccc2c(c1)OCCO2 | . | -8.8 | 5.8 | . | . | . | 8.4 | -5.3 |
| CC(O)(c1cccc(F)c1)c1nc(-c2cccc(C#N)c2)cs1 (configuration not stated) | -2.0 | 10.8 | -6.2 | 2.3 | 0.2 | 0.1 | -6.9 | 11.4 |
| c1ccc2c(NCC3CCCO3)nc(N3CCCCC3)nc2c1 (configuration not stated) | -2.6 | 0.4 | -8.5 | . | 0.4 | 0.0 | -30.1 | 10.6 |
| Cc1ccc(S(=O)(=O)Nc2cccc(S(=O)(=O)Nc3ccccc3C(=O)O)c2)c(C)c1 | 1.5 | 0.0 | -4.0 | -25.8 | 0.2 | -6.0 | -2.9 | 10.0 |
| O=C1OCCN1N1CCOC1=O | -3.6 | 3.4 | 112.7* | -0.2 | 2.2 | -3.0 | -4.8 | -1.7 |
| O=C(CN1CCc2ccccc2C1)Nc1ccccc1C(F)(F)F | -0.8 | -5.0 | -0.5 | 8.0 | 0.0 | -1.1 | -7.5 | 13.7 |
| COc1ccc(C=O)cc1Cn1cnc2c(cnn2C)c1=O | -3.3 | . | . | 3.9 | -0.1 | 3.7 | 6.8 | -5.1 |
| O=C1/C(=C\c2ccc(O)c(O)c2)N=C2CCCCCN12 | 6.0 | 1.7 | -8.7 | 9.7 | 0.0 | 5.3 | -3.7 | 2.3 |
| CC(C)c1ccc(NC2CCCN(C(=O)CN3CCCC3=O)C2)cc1 (configuration not stated) | -0.1 | -2.2 | 37.2 | -2.0 | 0.1 | -7.3 | -18.9 | 8.2 |
| CCN(CC)C(=O)c1cccc(-c2csc(C(O)c3cccc(OC)c3)n2)c1 (configuration not stated) | . | -0.8 | -5.9 | -1.8 | -0.2 | -7.1 | . | 2.7 |
| Cc1ccc(C)c(NC(=S)N2CCC(NC(=O)c3cccc(F)c3)CC2)c1 | 0.0 | -2.5 | -21.2 | -3.1 | 0.0 | 0.8 | 3.6 | -4.9 |
| C[C@@H]1CN([C@@H](C)CO)C(=O)c2cc(NC(=O)Nc3ccc4c(c3)OCO4)ccc2O[C@H]1CN(C)S(=O)(=O)c1ccccc1 | 1.7 | -2.0 | . | -1.0 | 0.0 | -5.2 | 5.5 | 9.3 |
| Cc1ccc(N2CCN(/N=C/c3c(C)nn(-c4ccccc4)c3Cl)CC2)cc1 | -3.9 | . | . | -0.7 | 0.1 | 0.5 | . | -9.2 |
| COc1cccc(CNC(=O)[C@@H]2[C@@H](CO)[C@@H]3Cn4c(ccc(C5=CCCC5)c4=O)[C@@H]3N2CC2CC2)c1 | -2.6 | 2.5 | 8.8 | -2.5 | 0.3 | -15.5 | . | -1.6 |
| CCOC(=O)C1=CCN(S(=O)(=O)c2ccc(C)cc2)C1c1cccs1 (configuration not stated) | -2.6 | 2.4 | -0.2 | 1.6 | 0.0 | 5.8 | -15.6 | -4.1 |
| O=C(Nc1ccc(F)cc1)c1nc[nH]c1C(=O)Nc1ccccc1[N+](=O)[O-] | . | 5.0 | -63.0 | . | 0.0 | . | -3.6 | 21.3 |
| COc1cccc(CN(C(=O)Cn2nnc(-c3ccccc3F)n2)C(C(=O)NC(C)(C)C)c2ccncc2)c1 (configuration not stated) | -4.0 | . | . | -5.8 | 0.0 | -23.7 | -2.7 | 3.8 |
| COc1ccc(N2C(N)=C(C#N)C(c3ccsc3)C3=C2CCCC3=O)c(OC)c1 (configuration not stated) | . | 0.7 | -8.1 | . | 0.0 | . | -4.7 | 7.5 |
| CC(Sc1ncn[nH]1)C(=O)Nc1cc(C(F)(F)F)ccc1Cl (configuration not stated) | -4.4 | -0.2 | -10.6 | 0.4 | 0.1 | -1.8 | -21.6 | 30.9 |
| Cc1cc(OCC(=O)N2CCOCC2)ccc1NC(=O)c1ccccc1C | -2.5 | -10.2 | -2.7 | 3.3 | 0.1 | -0.3 | 6.8 | 6.8 |
| COC(=O)Nc1ccc(S(=O)(=O)N2c3ccccc3CCC2C)cc1 (configuration not stated) | . | -14.2 | -130.2 | . | . | . | -2.2 | 17.7 |
| CN1c2ccc(-c3ccccc3)cc2[C@H]2[C@H](CCN2C(=O)NC2CCCCC2)[C@@H]1CO | 5.3 | . | . | 0.8 | 0.0 | -0.6 | 3.7 | 39.1 |

| SMILES | SIRT5 block | Cneo AK release | Statin myotox sup | ERAP1 HTS inh | Xi reactivation | S100A4 inh HTS | PGC1a acetyl inh | LGR2 antag |
| --- | --- | --- | --- | --- | --- | --- | --- | --- |
| CC(C)CC(C(=O)Nc1ccccc1)N1C(=O)C2C3C=CC(C3)C2C1=O (configuration not stated) | 0.5 | -1.5 | 0.3 | -4.1 | 1.4 | -2.3 | 2.8 | 4.0 |
| Cc1ccc(NC(=O)C2CCCN2C(=O)OCc2ccccc2)c(C)c1 (configuration not stated) | -0.2 | 2.2 | 11.3 | -1.2 | 0.1 | 4.9 | . | 6.0 |
| CN(Cc1ccccc1)C(=O)c1ccc(Nc2nc(C(N)COCc3ccccc3)cs2)nc1 (configuration not stated) | . | 0.9 | -5.4 | 0.2 | 0.0 | -3.2 | 4.5 | 8.3 |
| CCOC(=O)c1oc2cc(O)c(CC)cc2c(=O)c1-c1cscn1 | 3.7 | -2.0 | 2.5 | 7.0 | 0.0 | 6.6 | -1.3 | . |
| O=c1cnnc(Nc2cccc(F)c2)[nH]1 | 0.0 | 1.4 | 9.6 | -5.9 | 0.0 | 2.4 | -2.1 | -12.9 |
| CC=Cc1ccc2n(c1=O)C[C@H]1[C@H](CO)[C@@H](C(=O)N3CCc4ccccc4C3)[C@@H]2N1Cc1cocn1 (mixture of isomers) | -17.0 | -1.1 | -20.7 | -1.7 | 0.2 | -1.5 | 2.8 | -6.4 |
| CC1CCc2cc(F)cc3c(O)c(C(=O)NCCN(C)C)c(=O)n1c23 (configuration not stated) | -6.4 | 0.8 | 4.3 | 22.2 | 0.0 | -1.2 | 4.5 | -9.1 |
| C[C@H](CO)N1C[C@H](C)[C@H](CN(C)C(=O)Nc2ccccc2)Oc2c(NS(=O)(=O)c3ccc(Cl)cc3)cccc2C1=O | 1.2 | 0.8 | -49.5 | -5.4 | 0.7 | 1.0 | -5.5 | -20.2 |
| CNC[C@@H]1OCCCC[C@H](C)Oc2ccc(NC(=O)c3ccccc3)cc2C(=O)N([C@H](C)CO)C[C@H]1C | -2.1 | -0.5 | -1.7 | -2.6 | 0.0 | 1.9 | -0.4 | -7.6 |
| O=C(O)CSc1c2c(nc3cc(C(=O)Nc4cccc(C(F)(F)F)c4)ccc13)CCC2 | 8.3 | -1.5 | -0.6 | -0.3 | 0.0 | -7.9 | -13.0 | -0.3 |
| COc1ccccc1-c1ccc2c(c1)O[C@H](CN(C)S(=O)(=O)c1ccccc1)[C@@H](C)CN([C@H](C)CO)S2(=O)=O | 14.8 | 1.2 | -36.3 | -2.5 | -0.2 | -6.5 | 1.4 | 6.3 |
| C=CCc1c(C)nc2cc(-c3ccccc3)[nH]n2c1=O | -7.4 | -11.3 | -12.3 | -0.7 | 0.0 | -0.8 | 1.3 | -38.0 |
| Cc1cc(NC(=O)C(C)SCC(=O)Nc2ccc(C(=O)OC(C)C)cc2)no1 (configuration not stated) | . | 1.7 | 1.0 | -2.2 | 0.2 | 8.9 | . | -2.3 |
| CCN(CC(=O)Nc1ccccc1OC)C(=O)c1cc(S(=O)(=O)N2CCCCCC2)ccc1OC | 0.9 | -0.1 | -5.4 | -4.1 | 0.0 | -2.0 | 4.6 | -12.3 |
| CCOc1ccc2[nH]cc(C(=O)NCCCN3CCOCC3)c(=O)c2c1 | -0.3 | -1.3 | -11.0 | -2.0 | -0.1 | -1.5 | -2.1 | 13.6 |
| CCOc1ccc(C2C(C(=O)c3ccc(C)o3)=C(O)C(=O)N2Cc2cccnc2)cc1 (configuration not stated) | 4.0 | 1.6 | 5.8 | 3.6 | 0.1 | -5.4 | 3.2 | -4.1 |
| O=C(C[C@H]1CC[C@H](NS(=O)(=O)c2ccccc2)[C@H](CO)O1)N1CCc2ccccc2C1 | 0.2 | -2.2 | 6.9 | -0.1 | -0.8 | 5.3 | -2.0 | -5.4 |
| CC1(C)C(=O)Nc2ccccc2N1C(=O)CSc1nnc2c(Cl)cc(Cl)cn12 | -2.7 | . | . | -4.2 | -0.4 | 2.6 | . | 12.4 |
| CCN(CC(=O)NCc1ccc(Cl)cc1)C(=O)c1cc(S(=O)(=O)NCc2ccccc2)ccc1C | 0.4 | 1.5 | . | 2.1 | 0.0 | -1.3 | 3.4 | -8.2 |
| O=C(CN1C(=O)c2cccc3cccc(c23)C1=O)NCCCO | -8.4 | -3.8 | 3.0 | -1.2 | 0.4 | -6.7 | 1.1 | 2.6 |
| CCc1cccc(N(CC(=O)NCc2ccc(F)cc2)C(=O)c2csnn2)c1 | 0.8 | . | . | 1.5 | 0.1 | 2.2 | 10.2 | -6.2 |
| CCOc1ccc2[nH]c(C)c(CN3CCCCCC3)c(=O)c2c1 | -6.1 | 0.5 | 18.3 | -4.9 | 0.0 | 0.8 | 16.6 | 6.5 |
| CN(C)CCCN1C(=O)c2oc3ccc(Cl)cc3c(=O)c2C1c1cccnc1 (configuration not stated) | -2.1 | 2.2 | -3.5 | -4.1 | -0.1 | 0.8 | . | -3.9 |

Compound profiles (already shown). Order of screens: SIRT5 block | Cneo AK release | Statin myotox sup | ERAP1 HTS inh | Xi reactivation | S100A4 inh HTS | PGC1a acetyl inh | LGR2 antag
Cc1ccc(NC(=O)C2CCCN2C(=O)OCc2ccccc2)c(C)c1 (configuration not stated) is listed with -0.2 | 2.2 | 11.3 | -1.2 | 0.1 | 4.9 | . | 6.0
CCOc1ccc2[nH]cc(C(=O)NCCCN3CCOCC3)c(=O)c2c1 is listed with -0.3 | -1.3 | -11.0 | -2.0 | -0.1 | -1.5 | -2.1 | 13.6
